# Apoferritin bind = binds horse apoferritin like a general anesthetic; AID 485281; apoferritin/1-aminoanthracene competitive binding, fluorescence; 350,000 tested, 0.074% active; P02791; Potency, µM (doses to about 77.5 µM), for the others: top-dose activity change, negative = displacement, actives largely listed as inhibitors; note: potency is the fitted concentration of half-maximal effect; % is set by controls: 0 for no effect and ±100 for the full control effect; nearly all actives have a fitted effect of over 20% in size
# Target sequence (P02791 2-175 limits assumed): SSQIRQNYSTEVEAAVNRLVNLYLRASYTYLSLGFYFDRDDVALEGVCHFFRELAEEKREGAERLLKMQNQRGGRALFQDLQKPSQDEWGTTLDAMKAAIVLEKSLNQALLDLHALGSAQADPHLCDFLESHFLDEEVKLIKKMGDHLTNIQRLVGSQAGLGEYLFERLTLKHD
#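 Horse-spleen apoferritin (10 uM) in 50% saturated 1-aminoanthracene in PBS was incubated 10 min at room temperature with compound. Fluorescence (ex 380, em 535 nm) was normalized to free and bound 1-AMA, with concentration-response fitted by a four-parameter Hill equation.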
# LDHA block = inhibitors of human lactate dehydrogenase A; 480,000 tested, 0.15% active; P00338; purified LDHA, NADH/diaphorase-resazurin fluorescence; active compounds read low; activity change, % (values are at about 110 or 230 µM); in the data active = activity change below about -30%; inconclusive = mostly about -25% to -30%;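 note: plate controls were DMSO wells for no effect and wells without enzyme for full effect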
#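 Remaining NADH was detected by diaphorase (0.133 mg/mL) converting 37 µM resazurin to fluorescent resorufin, read at 0 and 20 minutes. The preceding 5-minute room-temperature reaction used 2 nM LDHA, 0.2 mM sodium pyruvate and 0.06 mM NADH at pH 7.4.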
# POLI inh = DNA polymerase iota (human) inhibition; AID 588590; 390,000 tested, 1% active; Potency, µM (series often up to 115 µM), for inactives: at the top dose activity, negative = inhibition, usual class: inhibitors; Pol iota fluorescent replication assay, 10 min; Q9UNA4; note: potency is the fitted concentration of half-maximal effect
#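 Fluorescent replication assay read twice, at 0 min and 10 min after adding 50 nM (final) substrate. Enzyme (10 nM) and compounds were first incubated 15 min at room temperature; enzyme-free buffer wells were negative controls.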
# Pol eta inh = DNA polymerase eta (human) inhibition. AID 588591. 390,000 tested, 1.2% active. Q9Y253. Potency, µM (doses to about 114 µM), for inactives: at the highest dose activity change, negative = inhibition, most hits filed as inhibitors. recombinant Pol eta, fluorescent DNA replication assay; note: potency is the fitted concentration of half-maximal effect; % is set by controls: 0 for no effect and ±100 for the full control effect
#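 Pol eta (10 nM) was preincubated with compounds for 15 min at room temperature, after which fluorescent replication substrate (50 nM final) was added to start the reaction. Fluorescence was read kinetically at 0 and 10 min.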
# Pol kappa inh = DNA polymerase kappa (human) inhibition | Q9UBT6 | purified Pol kappa, fluorescent DNA synthesis assay, 10 min | Potency, µM (highest dose often 107 µM), for the others: at the highest dose activity, negative = inhibition, usual class: inhibitors | 400,000 tested, 0.53% active | AID 588579; note: potency is the fitted concentration of half-maximal effect; % is set by controls: 0 for no effect and ±100 for the full control effect
#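 Readout: fluorescence, taken kinetically at 0 and 10 min. Conditions: 10 nM Pol kappa, 15 min RT compound preincubation, 50 nM substrate final. Controls: enzyme-free buffer wells.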
# Pol beta inh = inhibitors of human DNA polymerase beta; P06746; 340,000 tested, 1.3% active; Pol beta primer extension/strand displacement, fluorescence kinetic; Potency, µM (doses to about 114 µM), without a hit: at the highest dose activity change, negative = inhibition, hits mostly inhibitors; note: potency is the fitted concentration of half-maximal effect; % is set by controls: 0 for no effect and ±100 for the full control effect
#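 Values derive from four-parameter Hill fits of normalized kinetic data: reads at 0 and 10 min following addition of 50 nM substrate to 10 nM Pol beta preincubated 15 min with compound.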
# Glioma ERSR ind = inducers of ER stress response in human glioma cells. Potency, µM, inactives show at the top dose activation, most hits filed as activators. U87-MG GRP78 promoter luciferase reporter, 16 h. 420,000 tested, 0.02% active; note: potency is the fitted concentration of half-maximal effect; series mostly up to about 76 µM; % of control where 0% means no effect; nearly all actives have a fitted effect of over 35% in size
#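 Stably transfected U87-MG glioma cells carrying a GRP78-based luciferase sensor; 16 h compound incubation. Luminescence end-point read 10 min after Bright-Glo addition at room temperature.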
# APE1 inh = blocks human APE1 abasic DNA cleavage; recombinant APE1, TAMRA/BHQ-2 abasic DNA cleavage fluorescence; Potency, µM (series often up to 65.8 µM), inactives show at the top dose activity change, negative = inhibition, hits mostly inhibitors; 350,000 tested, 0.35% active; AID 2517;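 note: potency is the fitted concentration of half-maximal effect; plate controls were vehicle for no effect and reference inhibitor for full effect; nearly all actives have a fitted effect of over 55% in size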
# Target sequence (P27695 whole entry, looked up): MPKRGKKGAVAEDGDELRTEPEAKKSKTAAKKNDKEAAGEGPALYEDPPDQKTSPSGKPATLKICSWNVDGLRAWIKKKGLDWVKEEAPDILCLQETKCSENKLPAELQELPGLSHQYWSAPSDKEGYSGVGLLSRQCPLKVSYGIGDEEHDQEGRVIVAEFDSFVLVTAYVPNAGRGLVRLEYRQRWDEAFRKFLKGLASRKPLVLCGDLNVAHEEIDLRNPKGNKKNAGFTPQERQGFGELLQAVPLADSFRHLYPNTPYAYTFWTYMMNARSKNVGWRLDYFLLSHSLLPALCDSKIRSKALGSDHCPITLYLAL
#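 Step 1: APE1 (0.75 nM) with compound, 15 min RT. Step 2: add 50 nM fluorophore/quencher THF duplex. Step 3: three fluorescence reads 60 s apart (525/598 nm); read 3 minus read 1 = reaction progress.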
# BLM inh = Bloom syndrome helicase (human) inhibition | P54132 | recombinant BLM DNA unwinding, fluorescence dequenching | Potency, µM (series often up to 56.1 µM), for inactives: top-dose activity change, negative = inhibition, most hits filed as inhibitors | 350,000 tested, 0.2% active;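 note: potency is the fitted concentration of half-maximal effect; plate controls were vehicle for no effect and no enzyme for full effect; nearly all actives have a fitted effect of over 35% in size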
# Starred values were filed as active, the others as inactive; ? = inconclusive; / = no result given; & = joins results of further samples; [ ] = another dose, or the depositor's remark. Unless noted, calls come from the whole dose curve; as a rule, active = well fitted curve in the direction sought with a large enough effect; inconclusive = small, poorly fitted or top-dose-only effect, or another doubt; inactive = no such curve, though single readings can be large; an effect the other way counts as inactive or inconclusive. An excerpt; rates above refer to the full screens.
SMILES,Apoferritin bind,LDHA block,POLI inh,Pol eta inh,Pol kappa inh,Pol beta inh,Glioma ERSR ind,APE1 inh,BLM inh
Cc1ccccc1CNC(=O)C(=O)NCCC1CCCCN1S(=O)(=O)c1ccccc1 (configuration not stated),/,-4,-9%,-19%,-4%,/,-3%,1%,/
CC1CCN(C(=O)Cn2c(=O)n(CCCC(=O)NCc3ccco3)c(=O)c3sccc32)CC1,-14%,-5,125%[activator],-15%,-12%,5%,-6%,12%,1%
Cc1ccc(-n2nnnc2SCC(=O)N2CC(=O)Nc3ccccc32)cc1,-14%,-5,1%,-14%,-19%,?,-1%,-1%,0%
CN(C)C(=S)SCC(=O)Nc1ccc(Cl)cc1Cl,-20%,-3,26%,-20%,-8%,3%,2%,-10%,0%
CN(CC(=O)Nc1ccc(F)cc1)C(=O)c1cccc(S(=O)(=O)N2CCN(c3ccccc3)CC2)c1,-8%,1,-5%,-7%,-14%,-8%,-5%,-5%,-10%
O=C(c1ccccc1)C1N=NCC1c1ccc(Cl)cc1 (configuration not stated),/,-2,35%[activator],-24%,-6%,/,-4%,/,/
Cc1cc(C)nc(N/N=C/c2ccccc2OCc2cccc(Br)c2)n1,2%,-1,86%[activator],-4%,-5%,17%,4%,10%,-7%
CC1(NC(=O)c2ccccc2)CCN(CCc2cccs2)C1=O (configuration not stated),/,-4,?,-14%,-9%,/,-3%,4%,/
O=C(CC(C(=O)O)c1c[nH]c2ccccc12)c1ccccc1 (configuration not stated),-7%,0,16%,-19%,-2%,-1%,3%,-4%,6%
O=C(Nc1nc(-c2ccc([N+](=O)[O-])cc2)cs1)c1c(F)cccc1F,-13%,-1,18%,-8%,2%,51%,-3%,-1%,3%
CC(=O)Nc1ccc(SCC(=O)c2ccc(Br)s2)cc1,?,3,?,-15%,1%,3%,9%,29%,-13%
CCOc1ccc(/C=N/OCC(=O)NC(c2ccccc2)c2ccccc2)cc1,19%,2,-10%,-25%,-23%,0%,-2%,5%,-7%
O=C(NC(=S)Nc1cccnc1Cl)c1ccc(Cl)cc1,-11%,-2,-22%,-8%,2%,-2%,0%,33%[activator],-12%
Cc1ccc(CNC(=O)CN2CCN(c3ccc(F)cc3)CC2)cc1,-9%,-2,-3%,-14%,-6%,0%,-2%,-19%,-4%
Cc1cc(C)cc(NC(=O)CN2C(=O)COc3ccc(S(=O)(=O)Nc4ccccc4)cc32)c1,-1%,6,11%,-15%,-1%,7%,-3%,/,-5%
Cn1c(COc2ccc(Cl)cc2)nnc1SCc1ncc(-c2ccccc2)o1,?,3,10%,2%,-16%,-21%,-7%,1%,-2%
CCCCOc1ccc(C(C)(O)CCN2CCOCC2)cc1 (configuration not stated),-6%,0,?,-13%,-12%,0%,6%,2%,3%
Cc1cc(-c2ccccc2)nc(N/N=C/c2ccc(N(C)C)cc2)n1,/,-4,-5%,-10%,-12%,/,3%,/,/
CCC(C)[C@H]1CN=C(N)N1CCc1cc(C(F)(F)F)cc(C(F)(F)F)c1 (some centres not stated),-12%,1,15%,-18%,3%,-22%,-8%,6%,0%
Cc1ccc(C(=O)O/N=C(\N)c2ccccn2)c(Cl)c1,-19%,-1,6%,0%,-6%,17%,-14%,0%,-5%
O=S(=O)(c1ccccc1)n1nc(-c2ccco2)nc1NCc1ccccc1,-13%,-3,26%,-17%,11%,-3%,0%,/,-7%
Cc1ccc(NC(=S)NCCSc2ccc(Cl)cc2)c(C)c1,78%[activator],-6,3%,-19%,-25%,5%,-2%,0%,-15%
CS(=O)(=O)c1ccc(C(=O)OCC(=O)NC(=O)C2COc3ccccc3O2)cc1[N+](=O)[O-] (configuration not stated),/,1,?,?,-19%,/,-3%,-18%,/
N#CC1=C(N)OC2=C(CN(Cc3ccccc3)C/C2=C\c2cccnc2)C1c1cccnc1 (configuration not stated),-3%,4,18%,6%,-6%,0%,-1%,-2%,-1%
CCOC(=O)c1cnc2ccc(Cl)cc2c1N1CCN(C)CC1,-8%,1,5%,6%,0%,2%,-3%,10%,-6%
COc1ccc(C2(C)NC(=O)N(CC(=O)N3CCc4ccccc43)C2=O)cc1OC (configuration not stated),/,-2,13%,2%,-12%,/,-1%,17%,/
COc1cc2[nH]c(=S)nc(NCCc3ccc(C)cc3)c2cc1OC,-13%,-3,10%,12%,-2%[60.1 µM],-10%,-3%,0%,1%
CCc1ccc(NC(=O)CC2C(=O)N(c3ccc(C)cc3)C(=O)N2C2CCCC2)cc1 (configuration not stated),-7%,6,13%,-23%,-6%,-1%,0%,/,-7%
CCC1(CC)NC(=O)N(CC(=O)OCC(=O)c2cc(C)c(C)cc2C)C1=O,/,-2,16%,-20%,-14%,/,-6%,15%,/
CCCCn1c(N)c(N(CCOC)C(=O)CSc2nnc(-c3ccco3)n2CC)c(=O)[nH]c1=O,/,1,-9%,-2%,10%,/,8%,21%,/

# Arranged by molecular weight (largest number first): five of the compounds above.
SMILES,Apoferritin bind,LDHA block,POLI inh,Pol eta inh,Pol kappa inh,Pol beta inh,Glioma ERSR ind,APE1 inh,BLM inh
CCCCn1c(N)c(N(CCOC)C(=O)CSc2nnc(-c3ccco3)n2CC)c(=O)[nH]c1=O,/,1,-9%,-2%,10%,/,8%,21%,/
N#CC1=C(N)OC2=C(CN(Cc3ccccc3)C/C2=C\c2cccnc2)C1c1cccnc1 (configuration not stated),-3%,4,18%,6%,-6%,0%,-1%,-2%,-1%
CCC(C)[C@H]1CN=C(N)N1CCc1cc(C(F)(F)F)cc(C(F)(F)F)c1 (some centres not stated),-12%,1,15%,-18%,3%,-22%,-8%,6%,0%
CCC1(CC)NC(=O)N(CC(=O)OCC(=O)c2cc(C)c(C)cc2C)C1=O,/,-2,16%,-20%,-14%,/,-6%,15%,/
Cc1cc(-c2ccccc2)nc(N/N=C/c2ccc(N(C)C)cc2)n1,/,-4,-5%,-10%,-12%,/,3%,/,/

# Next part.
SMILES,Apoferritin bind,LDHA block,POLI inh,Pol eta inh,Pol kappa inh,Pol beta inh,Glioma ERSR ind,APE1 inh,BLM inh
Cc1ccc(C(=O)n2nc(C)c(S(=O)(=O)N3CCOCC3)c2C)cc1,-2%,3,5%,-11%,-7%[60.1 µM],16%,0%,/,0%
Cn1c(=O)c2c(nc(-n3ccnc3)n2Cc2ccccc2)n(C)c1=O,15%,4,-10%,-9%,4%,6%,-5%,-5%,-10%
O=C(COC(=O)Cc1ccsc1)NNC(=O)c1ccccc1,/,-6,1%,-12%,-2%,/,-4%,47%[activator],/
COC(=O)c1c(N)n(-c2ccc(N3CCOCC3)cc2)c2nc3ccccc3nc12,?,/,/,/,/,6%,/,0%,-2%
CN(C)Cc1ccccc1-c1nccc(NCc2cccs2)n1,3%,/,/,/,-5%[60.1 µM],/,-5%,1%,0%
COc1ccc(C2=Nn3c(nnc3-c3ccccc3Cl)SC2)cc1OC1CCOC1 (configuration not stated),/,1,-12%,-7%,-22%,/,1%,23%&-1%,/
Cc1nc2cccc(C(=O)Oc3ccc([N+](=O)[O-])cc3)c2o1,-15%,-6,121%[activator],5%,-9%,0%,-3%,-2%,-5%
O=C(O)CCCNC(=O)c1cccc(C(=O)NCCCC(=O)O)n1,-4%,-22,15%,-15%,-25%,18%,-2%,2%,-11%
CN(C(=O)COC(=O)c1cc(S(=O)(=O)N2CCOCC2)c(Cl)cc1Cl)C1CCS(=O)(=O)C1 (configuration not stated),-7%,-5,9%,-17%,-6%,1%,-4%,-5%,-3%
CN1C(N)=NC(=O)/C1=C/c1ccc(OC(F)(F)F)cc1,-7%,-3,-11%,-10%,-15%,46%,8%,13%,-5%
COc1ccccc1OCCCn1cc(C#N)c2ccccc21,0%,-3,-1%,-10%,-14%,-4%,-2%,-5%,-9%
O=C(COc1ccc2ccc(=O)oc2c1)N1CCN(C(=O)C2COc3ccccc3O2)CC1 (configuration not stated),-8%,-5,29%,-22%,-5%,11%,-2%,-10%,1%
FC(F)(F)c1cc(-c2cccs2)n[nH]1,?,1,-3%,-11%,1%,-11%,1%,-4%,1%
O=C(CSc1nnc(CNC(=O)C23CC4CC(CC(C4)C2)C3)n1-c1ccccc1)Nc1ccc(F)cc1,-22%,-5,8%,-7%,-16%,4%,-6%,2%,0%
CC1CCc2nn(CC(=O)N3CCN(C(=O)c4ccco4)CC3)cc2C1 (configuration not stated),38%[activator],1,30%,-26%,-10%,11%,0%,1%,4%
O=C(c1c(O)c2ccccc2oc1=O)C1CCC1,-9%,1,9%,-14%,-6%,34%,-4%,-3%,-2%
O=C(NCc1ccccc1)c1cc2sccc2n1Cc1ccc(F)cc1,46%[activator],1,17%,-10%,-8%,11%,-3%,/,-8%
COc1ccc(NC(=O)/C=N/O)cc1,-2%,1,1%,7%,-12%,1%,0%,6%,-2%
CNC(=O)c1ccsc1NC(=O)c1coc2ccccc2c1=O,-10%,-4,-30%,-4%,-4%,6%,0%,-6%,-13%
O=S(=O)(Nc1cccc(-c2ccc(N3CCOCC3)nn2)c1)c1cc(C(F)(F)F)ccc1Cl,?,9&0,2%,-19%,-13%[60.1 µM],-18%,2%,/,0%
O=C(Nc1cc(Cl)c(Cl)cc1Cl)c1cccnc1,-13%,-2,45%,-15%,-3%,52%,2%,5%,2%
COc1cccc(C(=O)NN=C2CCCC2)c1,-2%,-9,2%,4%,-6%,27%,2%,20%,-8%
O=C(CSc1nnnn1-c1ccccc1)CC(=O)Nc1ccc(Cl)cc1,?,-1,-8%,-16%,-27%,1%,-2%,1%,0%
Cc1cnc(NS(=O)(=O)c2ccccc2)c(C)n1,-1%,1,38%[activator],-2%,13%,-6%,-5%,38%,-4%
COc1cc(C(=O)NCC(c2ccc3c(c2)OCO3)N2CCOCC2)cc(OC)c1OC (configuration not stated),4%,-7,-9%,1%,-7%[60.1 µM],2%,-3%,/,-1%
CC12C(=O)N(NC(=O)c3ccncc3)C(=O)C1C1C=CC2C1 (configuration not stated),-11%,0,21%,-6%,0%,-18%[57.1 µM],-1%,1%,3%
